Screening results (PubChem)
Avidin fluor: avidin bead compound fluorescence profile. AID 1775. hit rate 0.38% among 220,000. fluorescence (KMESF) at 10 µM. Avidin beads, compound fluorescence 488/530 nm, flow cytometry; stronger effect = higher value; in the data active = fluorescence above about 47; note: inactives centre near 10
Bcl-B Bim block: inhibitors of Bim-Bcl-B interaction, human | bead-based flow cytometry, Bim peptide-Bcl-B binding | inhibition, % at 10 µM | AID 951 | hit rate 0.073% among 190,000;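 note: 0% = tracer peptide without compound and 100% = reference inhibitor peptide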
RGS4-Gao reg: modulates binding of RGS4 to human Galphao | P09471 | Multiplexed bead flow cytometry; actives lie on both sides | hit rate 0.33% among 220,000 | binding response (% of control), % at 10 µM; in the data active = binding response below about 49% or above about 150%; inactive = in between;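 note: fluorescent Galphao activated with aluminum fluoride binding bead-coupled RGS4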
Target sequence (P09471 whole entry, looked up): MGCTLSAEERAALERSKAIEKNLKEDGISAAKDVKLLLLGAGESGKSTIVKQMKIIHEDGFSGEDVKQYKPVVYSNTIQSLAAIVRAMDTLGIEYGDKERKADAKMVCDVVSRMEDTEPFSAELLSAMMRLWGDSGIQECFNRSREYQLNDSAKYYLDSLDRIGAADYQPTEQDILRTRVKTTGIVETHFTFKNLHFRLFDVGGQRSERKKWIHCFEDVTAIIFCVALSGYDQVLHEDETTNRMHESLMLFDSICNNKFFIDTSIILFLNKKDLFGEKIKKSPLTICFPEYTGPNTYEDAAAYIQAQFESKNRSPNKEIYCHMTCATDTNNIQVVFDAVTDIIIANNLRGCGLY
Bim-Bfl-1: human Bim-Bfl-1 interaction inhibition. Q16548. Bead-based flow cytometry, Bim-Bfl-1 binding inhibition. inhibition, % at 10 µM. hit rate 0.12% among 190,000;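 note: 0% = wells without compound plus tracer and 100% = blocker peptide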
ABCG2 block: human ABCG2 inhibition, ABCB1 as counter-screen | hit rate 0.1% among 190,000 | Q9UNQ0 | IgMXP3 cells, JC-1 efflux, flow cytometry | inhibition, % at 6.6 µM;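 active = inhibition above 80%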;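 note: 0% = DMSO and 100% = nicardipine control wells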
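Test system: ABCG2 IgMXP3 and barcoded ABCB1 CCRF-Adr cell mix; Schedule: cells with compound and JC-1, 10 min at 25 °C, rotating, no wash; Technique: flow cytometry of retained JC-1 fluorescence; Measure: % inhibition of efflux relative to nicardipine and DMSO; Controls: nicardipine high and DMSO low controls.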
Bim-Bcl-2: human Bim-Bcl-2 interaction inhibition; inhibition, % at 10 µM; Bead-based flow cytometry, Bim peptide-Bcl-2 binding; P10415; AID 950; hit rate 0.06% among 190,000; in the data active = inhibition above about 40%; inconclusive = no clear call, values can overlap the other calls;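 note: 0% = no compound wells with probe peptide and 100% = reference peptide inhibitor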
GSH bead fluor: GSH bead compound fluorescence profile | GSH beads flow cytometry, compound fluorescence 488/530 nm; stronger effect = higher value | fluorescence (KMESF) at 10 µM | hit rate 0.25% among 190,000; in the data active = fluorescence above about 89;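 note: glutathione beads carrying GST-tagged Bcl family fusion proteins plus one bare bead set; values are compound well signal with DMSO vehicle wells as background; inactives centre near 16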
Bcl-W Bim block: inhibitors of Bim-Bcl-W interaction, human | Q92843 | bead-based flow cytometry, Bim peptide-Bcl-W binding | inhibition, % at 10 µM | hit rate 0.02% among 190,000 | AID 952;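 note: 0% = bound tracer without compound and 100% = peptide blocker; higher means less fluorescent Bim peptide bound to Bcl-W beads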
Target sequence (Q92843 whole entry, looked up): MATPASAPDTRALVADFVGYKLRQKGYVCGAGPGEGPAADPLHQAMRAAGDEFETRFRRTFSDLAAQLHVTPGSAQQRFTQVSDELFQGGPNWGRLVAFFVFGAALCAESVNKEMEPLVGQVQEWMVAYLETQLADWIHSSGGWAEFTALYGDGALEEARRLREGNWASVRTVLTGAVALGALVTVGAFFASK
Bcl-XL Bim block: disrupts Bim peptide binding to human Bcl-XL; bead flow cytometry, fluorescence; AID 1007; Q07817; hit rate 0.04% among 190,000; inhibition, % at 10 µM
Target sequence (Q07817 whole entry, looked up): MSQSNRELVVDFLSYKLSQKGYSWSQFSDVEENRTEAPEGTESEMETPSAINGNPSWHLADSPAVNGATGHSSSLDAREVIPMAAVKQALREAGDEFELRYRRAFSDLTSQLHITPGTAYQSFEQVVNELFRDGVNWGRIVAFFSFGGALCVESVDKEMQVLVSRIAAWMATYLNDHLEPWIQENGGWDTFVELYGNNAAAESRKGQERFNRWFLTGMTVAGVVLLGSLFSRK
ABCB1 inh: human ABCB1 inhibition, ABCG2 as counter-screen; P08183; inhibition, % at 6.6 µM; AID 1326; hit rate 0.067% among 190,000; CCRF-Adr cells, JC-1 efflux, flow cytometry; in the data active = inhibition above about 40%;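 note: 0% = vehicle and 100% = reference inhibitor; higher value means more JC-1 retained so stronger ABCB1 efflux block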
RGS7-Gao: human RGS7-Galphao interaction regulation; Multiplexed bead flow cytometry, RGS7-Galphao binding; actives lie on both sides; hit rate 0.35% among 220,000; binding response (% of control), % at 10 µM; P09471; in the data active = binding response below about 49% or above about 150%; inconclusive = no clear call, values can overlap the other calls; inactive = in between;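 note: fluorescent Galphao held in activated GDP-AlF4 state binding bead-coupled RGS7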
* = called active by the depositor. Cut-off read from the data, not from the text of the source, unless noted: active = inhibition above about 40%.

For CCCCN(c1ccccc1)S(=O)(=O)c1ccc2c(c1)CCN2C(=O)CCC(=O)O the results were Avidin fluor 8, Bcl-B Bim block 1, RGS4-Gao reg 97, Bim-Bfl-1 0, ABCG2 block 1, Bim-Bcl-2 0, GSH bead fluor 32, Bcl-W Bim block 1, Bcl-XL Bim block 0, ABCB1 inh 0.2 and RGS7-Gao 94.
COc1ccc(Nc2cc(C)nc3ccccc23)cc1 was read as Avidin fluor 38, Bcl-B Bim block 0, RGS4-Gao reg 102, Bim-Bfl-1 0, ABCG2 block 5, Bim-Bcl-2 1, GSH bead fluor 11, Bcl-W Bim block -1, Bcl-XL Bim block -1, ABCB1 inh 0.0 and RGS7-Gao 106.
Screening Cc1cc(-c2nc3ccccc3[nH]2)ccc1N returned Avidin fluor 6, Bcl-B Bim block 7, RGS4-Gao reg 98, Bim-Bfl-1 0, ABCG2 block 6, Bim-Bcl-2 1, GSH bead fluor 22, Bcl-W Bim block 0, Bcl-XL Bim block 0, ABCB1 inh 0.4 and RGS7-Gao 100.
For CCOC(=O)c1c(C)n(C)c2ccc(OC)c(NC(=O)CN3CCCCC3)c12 the results were Avidin fluor 20, Bcl-B Bim block 0, RGS4-Gao reg 94, Bim-Bfl-1 -3, ABCG2 block 5, Bim-Bcl-2 2, GSH bead fluor 53, Bcl-W Bim block -1, Bcl-XL Bim block -1, ABCB1 inh 0.8 and RGS7-Gao 96.
`CCCSc1nnc(NC(=O)c2ccco2)s1` gave Avidin fluor 6, Bcl-B Bim block 2, RGS4-Gao reg 103, Bim-Bfl-1 3, ABCG2 block 11, Bim-Bcl-2 6, GSH bead fluor 21, Bcl-W Bim block 0, Bcl-XL Bim block -2, ABCB1 inh 0.5 and RGS7-Gao 99.
For O=Cc1cn(CCC(=O)O)nc1-c1cccc2ccccc12 the results were Avidin fluor 8, Bcl-B Bim block -6, RGS4-Gao reg 99, Bim-Bfl-1 0, ABCG2 block 11, Bim-Bcl-2 -4, GSH bead fluor 11, Bcl-W Bim block -3, Bcl-XL Bim block -2, ABCB1 inh -0.1 and RGS7-Gao 98.
Cn1cc(C(=O)NC2CCCCCCC2)c(=O)c2cc(S(=O)(=O)N3CCCC3)ccc21 was read as Avidin fluor 11, Bcl-B Bim block -3, RGS4-Gao reg 111, Bim-Bfl-1 0, ABCG2 block 1, Bim-Bcl-2 1, GSH bead fluor 26, Bcl-W Bim block -5, Bcl-XL Bim block 0, ABCB1 inh 0.6 and RGS7-Gao 104.
Screening CC(C)(CNS(=O)(=O)c1ccc(Cl)cc1)N1CCCCC1 returned Avidin fluor 37, Bcl-B Bim block 1, RGS4-Gao reg 99, Bim-Bfl-1 9, ABCG2 block -7, Bim-Bcl-2 4, GSH bead fluor 28, Bcl-W Bim block -6, Bcl-XL Bim block -3, ABCB1 inh -0.1 and RGS7-Gao 98.
CCCn1nc(-c2ccccc2)c2nc3ccccc3nc21 was read as Avidin fluor 28, Bcl-B Bim block -8, RGS4-Gao reg 99, Bim-Bfl-1 6, ABCG2 block 9, Bim-Bcl-2 7, GSH bead fluor 42, Bcl-W Bim block 4, Bcl-XL Bim block 7, ABCB1 inh 7.5 and RGS7-Gao 98.
For Cc1cc(NC(=O)c2ccc3c(c2)OCO3)no1 the results were Avidin fluor 16, Bcl-B Bim block 2, RGS4-Gao reg 100, Bim-Bfl-1 0, ABCG2 block 0, Bim-Bcl-2 4, GSH bead fluor 21, Bcl-W Bim block 1, Bcl-XL Bim block 0, ABCB1 inh -0.2 and RGS7-Gao 101.
Screening CCN1CCN(C(=S)Nc2ccc(Cl)c(Cl)c2)CC1 returned Avidin fluor 14, Bcl-B Bim block -9, RGS4-Gao reg 104, Bim-Bfl-1 -15, ABCG2 block -2, Bim-Bcl-2 -10, GSH bead fluor 16, Bcl-W Bim block -5, Bcl-XL Bim block -5, ABCB1 inh -0.2 and RGS7-Gao 101.
For Cc1ccc(S(=O)(=O)N2CCN(S(=O)(=O)N3CCCCC3)CC2)cc1 the results were Avidin fluor 12, Bcl-B Bim block -2, RGS4-Gao reg 100, Bim-Bfl-1 -11, ABCG2 block 0, Bim-Bcl-2 -7, GSH bead fluor 33, Bcl-W Bim block 0, Bcl-XL Bim block 4, ABCB1 inh 0.1 and RGS7-Gao 101.
COc1ccccc1NC(=O)Cn1c(=O)c(N(C)C)c(N)n(C)c1=O was read as Avidin fluor 10, Bcl-B Bim block -8, RGS4-Gao reg 99, Bim-Bfl-1 -5, ABCG2 block 3, Bim-Bcl-2 -1, GSH bead fluor 13, Bcl-W Bim block -3, Bcl-XL Bim block -1, ABCB1 inh 2.0 and RGS7-Gao 101.
Screening O=S1(=O)N=C(Oc2cccc3ccccc23)c2ccccc21 returned Avidin fluor 4, Bcl-B Bim block -4, RGS4-Gao reg 89, Bim-Bfl-1 2, ABCG2 block 4, Bim-Bcl-2 0, GSH bead fluor 28, Bcl-W Bim block 0, Bcl-XL Bim block -2, ABCB1 inh 0.6 and RGS7-Gao 94.
For Cc1nn(C)c(Oc2ccccc2)c1CCNC(=O)CCl the results were Avidin fluor 7, Bcl-B Bim block 3, RGS4-Gao reg 101, Bim-Bfl-1 1, ABCG2 block -2, Bim-Bcl-2 0, GSH bead fluor 20, Bcl-W Bim block 0, Bcl-XL Bim block -1, ABCB1 inh -0.6 and RGS7-Gao 103.
Screening CCNC(=O)COC(=O)c1sccc1C returned Avidin fluor 8, Bcl-B Bim block 0, RGS4-Gao reg 99, Bim-Bfl-1 -3, ABCG2 block 1, Bim-Bcl-2 -1, GSH bead fluor 9, Bcl-W Bim block -2, Bcl-XL Bim block -1, ABCB1 inh -0.1 and RGS7-Gao inconclusive.
Screening Cc1cc(C(=O)NCCc2ccccc2)c2cc(F)ccc2n1 returned Avidin fluor 9, Bcl-B Bim block -2, RGS4-Gao reg 100, Bim-Bfl-1 -3, ABCG2 block 5, Bim-Bcl-2 -1, GSH bead fluor 17, Bcl-W Bim block 2, Bcl-XL Bim block 0, ABCB1 inh 0.5 and RGS7-Gao 100.
Screening O=c1c(C(c2nnnn2C2CCCCC2)N2CCCCC2)coc2ccc(Cl)cc12 (stereo unspecified) returned Avidin fluor 8, Bcl-B Bim block -10, RGS4-Gao reg 100, Bim-Bfl-1 -5, ABCG2 block 1, Bim-Bcl-2 -7, GSH bead fluor 37, Bcl-W Bim block -4, Bcl-XL Bim block -1, ABCB1 inh 1.8 and RGS7-Gao 101.
CCN(CC)S(=O)(=O)c1ccc(C(=O)NCc2nnc(SCC(=O)OC)n2C)cc1 was read as Avidin fluor 14, Bcl-B Bim block -7, RGS4-Gao reg 98, Bim-Bfl-1 -14, ABCG2 block 8, Bim-Bcl-2 -4, GSH bead fluor 12, Bcl-W Bim block 1, Bcl-XL Bim block 0, ABCB1 inh 0.3 and RGS7-Gao 101.
For Cc1cc(C)n2nc(SCC(=O)N(Cc3ccccc3)C3CCS(=O)(=O)C3)nc2n1 (stereo unspecified) the results were Avidin fluor 8, Bcl-B Bim block -2, RGS4-Gao reg 83, Bim-Bfl-1 -2, ABCG2 block 0, Bim-Bcl-2 -2, GSH bead fluor 14, Bcl-W Bim block 1, Bcl-XL Bim block -1, ABCB1 inh 0.2 and RGS7-Gao 102.
For COc1ccc(CNC(=O)c2cc3c(s2)CN(Cc2ccccc2)C3)cc1 the results were Avidin fluor 9, Bcl-B Bim block -3, RGS4-Gao reg 103, Bim-Bfl-1 -4, ABCG2 block 6, Bim-Bcl-2 -2, GSH bead fluor 21, Bcl-W Bim block 0, Bcl-XL Bim block -1, ABCB1 inh 1.6 and RGS7-Gao 99.
For COc1ccc(/C(=N/O)C(C)(C)NO)cc1 the results were Avidin fluor 21, Bcl-B Bim block -3, RGS4-Gao reg 102, Bim-Bfl-1 0, ABCG2 block 1, Bim-Bcl-2 -1, GSH bead fluor 9, Bcl-W Bim block -1, Bcl-XL Bim block 1, ABCB1 inh 0.5 and RGS7-Gao 102.
CCOC(=O)/C(O)=C/c1ncc(C(F)(F)F)cc1Cl was read as Avidin fluor 29, Bcl-B Bim block -4, RGS4-Gao reg 93, Bim-Bfl-1 -3, ABCG2 block 0, Bim-Bcl-2 -3, GSH bead fluor 22, Bcl-W Bim block -7, Bcl-XL Bim block -1, ABCB1 inh -0.1 and RGS7-Gao 94.
`CCOc1cc(NC(=S)Nc2ccccc2)c(OCC)cc1NC(=O)c1ccccc1` gave Avidin fluor 6, Bcl-B Bim block -6, RGS4-Gao reg 91, Bim-Bfl-1 -13, ABCG2 block 4, Bim-Bcl-2 -6, GSH bead fluor 58, Bcl-W Bim block 4, Bcl-XL Bim block -8, ABCB1 inh 0.8 and RGS7-Gao 92.
For CC(=O)c1c(C)nc2ccc(Br)cc2c1-c1ccccc1 the results were Avidin fluor 12, Bcl-B Bim block 0, RGS4-Gao reg 101, Bim-Bfl-1 2, ABCG2 block 5, Bim-Bcl-2 1, GSH bead fluor 65, Bcl-W Bim block -2, Bcl-XL Bim block 0, ABCB1 inh 1.5 and RGS7-Gao 100.
Screening O=C(NC(CO)c1ccccc1)c1ccco1 (stereo unspecified) returned Avidin fluor 9, Bcl-B Bim block -9, RGS4-Gao reg 100, Bim-Bfl-1 -11, ABCG2 block 35, Bim-Bcl-2 -6, GSH bead fluor 70, Bcl-W Bim block 1, Bcl-XL Bim block -9, ABCB1 inh 2.9 and RGS7-Gao 103.
Cn1c(=O)n(C)c2cc(NC(=O)CSc3nnc(-c4ccccc4O)n3-c3ccccc3)ccc21 was read as Avidin fluor 9, Bcl-B Bim block -7, RGS4-Gao reg 107, Bim-Bfl-1 -10, ABCG2 block 17, Bim-Bcl-2 -12, GSH bead fluor 46, Bcl-W Bim block 3, Bcl-XL Bim block -8, ABCB1 inh 1.5 and RGS7-Gao 106.
COC(=O)c1cccnc1-n1c(=O)c2cccnc2n(Cc2cccc(OC)c2)c1=O was read as Avidin fluor 9, Bcl-B Bim block -2, RGS4-Gao reg 106, Bim-Bfl-1 -6, ABCG2 block -1, Bim-Bcl-2 -7, GSH bead fluor 21, Bcl-W Bim block 0, Bcl-XL Bim block -2, ABCB1 inh -1.8 and RGS7-Gao 106.
